High-throughput results: PubChem, several laboratories
NOD2 inhibition: NOD2 signaling inhibitors, cell-based, luminescence, uHTS, HEK293 (AID 1566); inhibition, % at 4 µM; hits with a dose series show EC50 in µM; 0.63% of 290,000 active; HEK293 NOD2/NF-kB luciferase reporter, luminescence; higher % means a stronger effect; note: many of its hits are not listed in these tables
NTR1 ag: agonists of NTR1, primary screen, imaging, U2OS cells, beta-arrestin-GFP, high content (AID 493036); P30989; NTR1-U2OS beta-arrestin-GFP spot imaging, agonist mode; activation, % at 20 µM; 0.17% of 330,000 active;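 active = activation at or above 40% of the spot to cytoplasm intensity ratio, with at least 20 cells analyzed; inconclusive = wells under 20 cells, flagged as cytotoxic or low count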;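 note: 0% = DMSO without peptide and 100% = 100 nM NTR1 peptide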
Target sequence (P30989 whole entry, looked up): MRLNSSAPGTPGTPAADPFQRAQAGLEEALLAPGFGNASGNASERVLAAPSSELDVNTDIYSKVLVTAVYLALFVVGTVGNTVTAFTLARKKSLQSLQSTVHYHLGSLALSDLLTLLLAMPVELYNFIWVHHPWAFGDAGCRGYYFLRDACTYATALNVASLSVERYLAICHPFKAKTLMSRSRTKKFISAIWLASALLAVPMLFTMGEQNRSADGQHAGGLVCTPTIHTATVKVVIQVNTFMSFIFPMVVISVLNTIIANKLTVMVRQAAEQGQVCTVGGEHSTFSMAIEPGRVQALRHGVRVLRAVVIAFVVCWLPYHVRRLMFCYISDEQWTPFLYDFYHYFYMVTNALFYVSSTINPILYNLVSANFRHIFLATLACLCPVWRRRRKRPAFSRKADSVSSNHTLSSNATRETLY
Myeloid diff MLP: promotes myeloid progenitor differentiation | ER-HoxA9 myeloid progenitors, lysozyme-GFP differentiation, flow cytometry | calls only at 10 µM | 1% of 360,000 active | AID 624256;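 active = normalized GFP-positive differentiation at or above the plate's own cutoff, the solvent-only control mean plus 3 SD; inconclusive = no clear call, values can overlap the other calls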;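 note: cells exposed to compound for four days before flow analysis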
GPR55 LPI antagonism: GPR55 antagonists blocking LPI-driven arrestin recruitment, primary screen, imaging, U2OS, beta-arrestin-GFP, LPI agonist (AID 2013); inhibition, % at 10 µM; hits with a dose series show IC50 in µM; U2OS GPR55 beta-arrestin-GFP translocation imaging, LPI antagonism; higher % means a stronger effect; 0.13% of 290,000 active;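 active = spots per cell inhibited over 60%, with over 100 cells counted and total cytoplasm intensity under 500,000; inconclusive = wells with under 100 cells, flagged as likely toxic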;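 note: U2OS cells stably carrying GPR55 and arrestin-GFP stimulated by 5 µM LPI near EC80; imaged beta-arrestin-GFP aggregate spots per cell after agonist stimulation; plate controls were LPI-stimulated DMSO wells for no effect and DMSO wells without LPI for full effect; some results filed as inactive read as strong as hits; confirmed hits need IC50 under 10 µM and bright autofluorescent wells are also inconclusive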
NOD1 NF-kB reporter: NOD1 signaling inhibitors, primary screen, cell-based, luminescence, uHTS (AID 1578). NOD1-driven NF-kB luciferase reporter cells, luminescence; higher % means a stronger effect. inhibition, % at 4 µM; hits with a dose series show EC50 in µM. 1% of 290,000 active; in the data active = inhibition mostly above about 36%, no sharp cut-off; inactive = mostly below about 34%;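 note: HEK-293T reporter cells stimulated with the NOD1 agonist gamma-tri-DAP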
T cell HTS: T cell immune modulation candidate | 2C CD8+ T cell-vesicle binding, flow cytometry; active compounds read low | calls only at 7 µM | 0.068% of 330,000 active | AID 2052;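 active = response, share of CD8 T cells binding vesicles, and their 90th percentile fluorescence all below set limits, cut at about 80% in these data, passing the limit was not always enough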
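Test system: purified 2C TCR transgenic mouse naive CD8+ T cells. Probe or stimulus: QL9-peptide-loaded Drosophila micro-vesicles bearing Ld, ICAM-1 and B7-1. Incubation: binding step 1.5 h, 37 °C, antibody labelling 20 min, ice. Measured by: flow cytometry of vesicle-bound cells.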
KOR beta-arrestin-1: kappa opioid receptor activators – cell-based, luminescence, uHTS, primary screen (AID 1777) | activation, % at 10 µM, or EC50 in µM where a hit was titrated | 0.02% of 280,000 active | KOR beta-arrestin recruitment, luminescence; higher % means a stronger effect; in the data active = activation above about 50%, passing the limit was not always enough; note: a part of the inactive calls stands beside numbers as strong as those of hits
KOR beta-arrestin-2: KOR antagonists, beta-arrestin recruitment, cell-based, luminescence, uHTS (AID 1778); one-dose inhibition, % at 10 µM; IC50 in µM for titrated hits; KOR beta-arrestin recruitment, luminescence, antagonist mode; higher % means a stronger effect; 0.091% of 290,000 active; note: strong numbers were not always called active
GPR55 activation: selective activators of receptor GPR55 – imaging, U2OS cells, beta-arrestin-GFP redistribution, primary screen (AID 1961); U2OS GPR55 beta-arrestin-GFP redistribution imaging; higher % means a stronger effect; one-dose activation, % at 10 µM; EC50 in µM for titrated hits; 0.048% of 290,000 active;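 active = activation above 40% with more than 50 cells counted in the well; inconclusive = wells holding fewer than 50 cells, flagged as toxic or sparse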;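 note: U2OS osteosarcoma cells stably expressing GPR55 and beta-arrestin-GFP; plate controls were DMSO negative control for no effect and LPI positive control for full effect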
T cell HTS vesicle-bound %: second read-out of T cell HTS, no call of its own (marks repeat the call); double positive events, %; measured here: CD8+ vesicle-bound cell fraction;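 binding gate set so that unloaded-vesicle control wells show 10% double positive cells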
NTR1 ag cell count 20 µM: also measured in NTR1 ag; calls as there; cell count; measured here: cell count, cytotoxicity flag
Myeloid diff MLP GFP+ MAC1+ %: recorded beside Myeloid diff MLP, whose call it bears; GFP+ MAC1+ double positive, %; measured here: differentiation confirmed by MAC1 staining
An asterisk follows results filed as active; i = inactive; ? = inconclusive; / = no result given; [ ] = dose if it differs, or a comment. Cut-off read from the data, not from the text of the source, unless noted: active = inhibition above about 50%; inactive = the rest. Only part of the results is shown (hit frequency here may not be typical).

SMILES,NOD2 inhibition,NTR1 ag,NTR1 ag cell count 20 µM,Myeloid diff MLP,Myeloid diff MLP GFP+ MAC1+ %,GPR55 LPI antagonism,NOD1 NF-kB reporter,T cell HTS,T cell HTS vesicle-bound %,KOR beta-arrestin-1,KOR beta-arrestin-2,GPR55 activation
CNC(=O)C1CCC(=O)N1Cc1ccccc1Cl (configuration not stated),-4%,0.0,81,i,1.5,15%,2%,i,40,-6.3%,15%,-0.1%
O=C(C[n+]1cccc(Br)c1)c1cccs1,10%,-1.5,60,i,0.7,1%,-12%,i,54,-0.3%,-43%[20 µM],-0.3%
Cc1cc(-c2ccccc2C(=O)O)on1,3%,-1.1,86,i,0.6,-3%,-18%,i,16,/,-42%,0.1%
CCOCCOC(=O)CCSc1n[nH]c(=O)[nH]c1=O,27%,-0.4,59,i,0.8,0%,3%,i,12,-3.0%,13%,-0.4%
COC(=O)Nc1ncc(CN2CCc3ccccc3C2)s1,4%,-0.5,48,i,6.2,-7%,-15%,i,23,6.3%,8%,-0.1%
Cc1ccc(Cl)cc1NS(=O)(=O)Cc1ccccc1,9%,0.8,52,i,0.2,19%,-23%,i,33,-0.3%,-10%,-0.1%
CCOc1ccc(-c2nnc(NC(=O)C3CCCC3)o2)cc1,-3%,-0.8,40,i,0.4,-4%,-46%,i,29,-0.7%,-15%,-0.3%
CC(C)(C)c1cnnn1-c1ccc(-c2csc(N)n2)cc1,12%,-0.6,39,i,5.8,6%,3%,i,37,-2.1%,10%,0.1%
CCC(/C=C1\Sc2ccc(OC)cc2N1CCO)=C\c1sc2ccc(OC)cc2[n+]1CCO,27%,0.2,59,i,1.0,2%,1%,i,34,-3.0%,28%,-0.4%
COC(=O)c1cc2ccsc2n1CC(=O)N1CCCc2ccccc21,-17%,0.8,46,i,1.7,5%,-31%,i,24,4.4%,-15%,0.2%
Cc1ccc(Sc2ccc(C(=O)N3CCOCC3)cc2[N+](=O)[O-])cc1,27%,-0.4,80,i,0.4,15%,1%,i,43,-3.8%,-3%,0.3%
COc1cccc(NC(=S)N2CCCC2c2ccc(OC)c(OC)c2)c1 (configuration not stated),-1%,0.8,50,i,0.4,-5%,-29%,i,24,7.9%,-10%,0.7%
CCn1c(=O)n(CC(=O)Nc2cccc(OC)c2)c(=O)c2ccccc21,10%,-0.7,66,i,0.3,0%,-8%,i,38,-5.9%,-4%,0.2%
COc1ccc(/C=N/NC(=O)c2cccc(Br)c2)cc1Cn1cc(Cl)cn1,9%,3.3,57,i,1.6,0%,40%,i,30,-0.1%,-20%,0.3%
O=C(c1cccc(F)c1F)N1CCCC1,5%,-0.4,69,i,0.6,10%,-6%,i,34,-2.0%,11%,-0.1%
CC(=O)N1CC2(NC(=O)c3ccccc3N2)c2ccccc21 (configuration not stated),-6%,-0.4,108,i,1.6,12%,-7%,i,39,-4.9%,0%,0.3%
Cc1cc2cc(CNC(=O)c3ccc(Br)o3)ccc2n1C,-2%,-0.8,84,i,3.4,-4%,-3%,i,37,5.6%,17%,0.3%
O=C(Nc1ccc2c(c1)OCO2)c1ccc(Cl)s1,-84%,1.8,74,i,1.6,9%,-60%,i,30,0.9%,4%,-0.1%
COc1ccc(CCN(C)c2ccc(C(N)=O)cc2[N+](=O)[O-])cc1OC,20%,-1.3,70,i,0.2,-7%,-5%,i,32,-3.8%,4%,0.0%
COC(=O)c1ccc(N2CCOCC2)c(NC(=O)c2ccc(Br)o2)c1,11%,1.2,69,i,3.5,1%,-9%,i,12,3.2%,4%,-0.1%
Cc1ccc(/C=C2\SC(=S)N(CCC(=O)NNC(=O)c3cccnc3)C2=O)cc1,26%,1.8,60,i,0.2,4%,7%,i,8,-0.1%,103%,-0.2%
COc1ccc(-c2nc(-n3c(C)c(C(C)=O)c(C(C)=O)c3C)sc2C)cc1,15%,2.9,77,i,2.0,5%,2%,i,46,-2.0%,0%,0.0%
COc1cc(C(=O)NCc2nnc(SCC(=O)NCc3ccccc3)o2)cc(OC)c1OC,8%,1.6,59,i,0.0,1%,-8%,i,48,1.5%,-26%,-0.1%
COc1ccccc1-c1c(C)oc2cc(OCC(=O)OCc3ccccc3)ccc2c1=O,7%,3.4,64,i,0.4,26%,-14%,i,38,7.0%,26%,-0.3%
CS(=O)(=O)c1sc(C#N)c2c1C(=O)CC(c1ccccc1)C2 (configuration not stated),39%,1.5,31,?,/,45%,44%*,i,54,-11%,4.6µM*,2.3%
COc1cc2c(cc1OC)C(c1ccc(-c3ccccc3Cl)o1)=NCC2,12%,58*,60*,i,1.0,42%,75%*,i,10,3.5%,53%,30%
CC(C)c1ccc(-n2nc3ccc(N)cc3n2)cc1,-179%,9.0,52,i,0.8,-1%,-63%,i,43,-3.7%,4%,-0.2%
Cc1cccc(OCC(=O)NCCN2CCOCC2)c1,-5%,-1.0,59,i,8.0,7%,24%,i,28,4.0%,-87%,-0.2%
O=C(N/N=C/c1ccco1)c1cc(C2CC2)[nH]n1,-34%,2.1,50,i,0.7,-3%,-6%,i,25,2.8%,4%,-0.1%
Cc1ccccc1NC(=O)c1ccc(NC(=O)C2CCCO2)cc1 (configuration not stated),7%,0.1,45,i,0.8,4%,-35%,i,23,4.0%,-23%,-0.1%
COC(=O)CC1(c2cccc3ccccc23)C(=O)c2ccccc2C1=O,0%,17,52,i,0.8,24%,41%,i,19,-7.2%,4%,-0.1%
COc1ccc(-c2csc3nc(-c4ccccc4F)oc(=O)c23)cc1,9%,8.9,40,i,0.3,5%,8%,i,39,4.3%,-2%,-0.2%
CC(C)(C)n1nnnc1C(c1cccs1)N1CCN(c2ccccc2)CC1 (configuration not stated),3%,0.1,96,i,1.0,8%,10%,i,53,0.5%,17%,1.1%
C[C@@H](O)[C@@H]1NC(=O)c2cc([N+](=O)[O-])cc(I)c2NCC[C@@H](C(N)=O)NC(=O)CNC1=O,2%,5.3,93,/,/,4%,-21%,i,15,-1.4%,15%,-0.1%
Cc1cccc(NS(=O)(=O)c2cccs2)n1,-13%,-0.4,65,i,4.9,7%,-32%,i,15,3.9%,-7%,0.2%
O=C(Nc1ccc(NC(=O)C2CC2)cc1)c1ccco1,-30%,1.7,41,i,0.6,4%,0%,i,46,-1.0%,9%,-0.1%
O=C(COc1ccccc1-c1ccccc1)NN=C1CCCC1,-8%,1.8,21,i,0.4,3%,-26%,i,34,3.4%,-73%,-0.3%
Cc1cc(C)n(C(=O)c2ccc(C)o2)n1,9%,-0.5,55,i,1.5,7%,11%,i,47,-1.0%,-27%,-0.1%
Cc1ccccc1NC(=O)NC1CCS(=O)(=O)C1 (configuration not stated),-6%,-1.8,41,i,0.0,-4%,-53%,i,31,0.2%,10%,0.3%
O=C(CCS(=O)(=O)CCN1CCOCC1)NCNC(=O)CCS(=O)(=O)CCN1CCOCC1,12%,1.8,34,i,0.6,13%,-28%,i,38,/,-14%[20 µM],-0.1%
CCn1c(=S)[nH]c2cc(S(=O)(=O)N3CCCCC3)ccc21,-20%,-0.5,43,/,/,20%,-33%,i,16,-1.6%,34%,0.2%
COc1ccc(NC(=O)COC(=O)C23CCC(=O)N2c2ccccc2S3)cc1 (configuration not stated),-12%,1.9,79,i,1.0,-4%,-10%,i,53,3.9%,-26%,0.0%
CCn1c(CC(=O)Nc2ccc(C)cc2)nnc1SCC(=O)N1CCN(c2ccccc2)CC1,4%,-1.8,101,i,1.6,11%,-18%,i,11,2.7%,-33%,-0.1%
Cc1ccc(C(=O)N2CCN(S(=O)(=O)c3ccccc3)CC2)cc1,16%,-0.5,66,i,0.4,1%,-39%,i,42,-4.1%,-2%,-0.1%
O=C(NNc1ccc(-c2csnn2)cc1)c1cc(Cl)cc(Cl)c1,-74%,0.9,41,i,0.9,4%,-11%,i,58,-2.5%,5%,-0.3%
COc1ccccc1N1C(=O)N(CC(=O)C(C)(C)C)c2ccccc2S1(=O)=O,-16%,-0.5,78,i,0.7,3%,-3%,i,26,2.8%,-1%,-0.3%
COc1nsnc1NS(=O)(=O)c1ccc(NC(=S)NC(=O)c2ccncc2)cc1,3%,-1.7,60,i,1.0,2%,-2%,i,18,/,23%,-0.3%
COc1ccc2[nH]c(=O)c(-c3noc(-c4ccccc4)n3)cc2c1,-18%,-0.2,30,i,0.9,12%,-10%,i,28,6.1%,-15%,-0.2%
CCN(CC)S(=O)(=O)c1ccc(C)c(C(=O)Oc2cccc(-c3cnc4ccccc4n3)c2)c1,-60%,-0.4,84,i,0.3,9%,-42%,i,25,-2.4%,46%,-0.2%
O=C(O)CSc1nc(-c2ccccc2)c(-c2ccccc2)[nH]1,23%,-0.4,50,i,0.2,-12%,-4%,i,38,0.6%,-14%,-0.2%

(next part)
SMILES,NOD2 inhibition,NTR1 ag,NTR1 ag cell count 20 µM,Myeloid diff MLP,Myeloid diff MLP GFP+ MAC1+ %,GPR55 LPI antagonism,NOD1 NF-kB reporter,T cell HTS,T cell HTS vesicle-bound %,KOR beta-arrestin-1,KOR beta-arrestin-2,GPR55 activation
CCn1nc(C)c(NC(=O)c2cnn3c(C(F)F)cc(-c4ccccc4)nc23)c1C,44%,4.4,105,i,0.6,9%,14%,i,44,/,-18%[20 µM],-0.1%
CCOc1ccc(-c2nc(CN3CCCCC3CCn3cccn3)c(C)o2)cc1 (configuration not stated),-18%,3.2,58,i,0.7,3%,-8%,i,21,0.5%,4%,0.0%
CCOC(=O)c1c(NC(=O)CC2Nc3ccccc3NC2=O)sc(C)c1C (configuration not stated),11%,16,60,i,1.2,7%,-23%,i,26,-4.3%,11%,-0.3%
COc1cc(S(=O)(=O)Nc2ccncc2)ccc1F,9%,-0.3,51,i,0.1,5%,-16%,i,56,-2.3%,-6%,-0.6%
O=C(O)CN=CC1=C(O)CC(c2ccccc2)CC1=O (configuration not stated),7%,1.7,57,i,0.3,-3%,-16%,i,55,2.9%,-40%[20 µM],-0.4%
